# Screening data (PubChem BioAssay)
# FEN1 inh: qHTS Assay for the Inhibitors of Human Flap endonuclease 1 (FEN1); AID 588795, 2011; 390,000 tested, 0.35% active; Recombinant FEN1 flap cleavage, fluorescence, 15 min; Potency, µM (doses to about 114 µM), without a hit: at the top dose activity change, negative = inhibition, actives largely listed as inhibitors; P39748; note: nearly all actives have a fitted effect of over 65% in size
#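 Nuclease activity of 10 nM FEN1 was measured after 15 min of room-temperature exposure to titrated compounds, by adding 50 nM flap substrate and reading plates at 0 and 15 min.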
# N370S GC: qHTS Assay for Inhibitors and Activators of N370S glucocerebrosidase as a Potential Chaperone Treatment of Gaucher Disease. AID 2101, 2009. Potency, µM (top dose mostly 59.4 µM), inactives show at the highest dose activity change, negative = inhibition, actives largely listed as inhibitors. Lysosomal acid glucosylceramidase (Homo sapiens), P04062. 330,000 tested, 0.092% active. N370S GC spleen homogenate, 4MU-glucoside fluorescence;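 note: 0% = full enzyme activity and -100% = no enzyme basal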
# KAT2A inh: qHTS Assay for Inhibitors of GCN5L2; Histone acetyltransferase KAT2A (Homo sapiens), Q92830; GCN5L2 HAT assay, ThioGlo1 CoA-SH fluorescence; Potency, µM (series often up to 58.9 µM), for the others: at the top dose activity change, negative = inhibition, most hits filed as inhibitors; 390,000 tested, 0.21% active; AID 504327, 2011
# Target sequence (Q92830 whole entry, looked up): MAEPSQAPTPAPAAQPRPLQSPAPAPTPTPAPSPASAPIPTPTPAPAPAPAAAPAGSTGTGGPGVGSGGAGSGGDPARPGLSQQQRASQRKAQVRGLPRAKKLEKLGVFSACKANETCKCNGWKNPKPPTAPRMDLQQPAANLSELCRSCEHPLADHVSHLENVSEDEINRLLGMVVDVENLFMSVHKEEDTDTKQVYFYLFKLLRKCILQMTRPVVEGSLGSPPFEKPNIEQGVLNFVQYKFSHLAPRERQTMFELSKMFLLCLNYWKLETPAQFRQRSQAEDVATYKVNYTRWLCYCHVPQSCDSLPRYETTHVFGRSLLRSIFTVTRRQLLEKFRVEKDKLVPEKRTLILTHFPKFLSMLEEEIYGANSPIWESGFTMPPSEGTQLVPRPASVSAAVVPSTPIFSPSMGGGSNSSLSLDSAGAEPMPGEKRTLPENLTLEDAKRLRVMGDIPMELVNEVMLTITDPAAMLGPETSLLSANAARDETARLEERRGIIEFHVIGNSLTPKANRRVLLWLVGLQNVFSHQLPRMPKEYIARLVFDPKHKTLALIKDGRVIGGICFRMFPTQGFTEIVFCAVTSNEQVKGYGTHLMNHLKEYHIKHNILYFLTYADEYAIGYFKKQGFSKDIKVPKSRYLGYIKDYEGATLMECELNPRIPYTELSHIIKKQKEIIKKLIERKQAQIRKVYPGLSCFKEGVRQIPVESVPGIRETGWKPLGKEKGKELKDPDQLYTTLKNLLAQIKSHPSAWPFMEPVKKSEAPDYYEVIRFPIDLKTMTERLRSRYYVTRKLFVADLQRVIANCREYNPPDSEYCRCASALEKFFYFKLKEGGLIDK
#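 Titration-based screen in which CoA formation is detected via maleimide probe ThioGlo1 (50uM) turning fluorescent on thiol reaction; substrates H3(1-25) 75uM and acetyl-CoA 70uM, GCN5L2 20nM, 20 min incubation at room temperature.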
# Starred values were filed as active, the others as inactive; ? = inconclusive; . = no result given; & = joins results of further samples; [ ] = another dose, or the depositor's remark. Calls come from the whole dose curve; as a rule, active = well fitted curve in the direction sought with a large enough effect; inconclusive = small, poorly fitted or top-dose-only effect, or another doubt; inactive = no such curve, though single readings can be large; an effect the other way counts as inactive or inconclusive. Unless noted, % is set by controls: 0 for no effect and ±100 for the full control effect; potency is the fitted concentration of half-maximal effect. An unsorted share of the library; about 0.54% have a hit in one of these screens.
compound	FEN1 inh	N370S GC	KAT2A inh
Nc1ccc(NC(=O)c2ccccc2)c2c1C(=O)c1ccccc1C2=O	9%	-12%	-4%
CCOC(=O)N1CCN(C(=O)C2CCC(=O)N2C(C)C)CC1 (stereo not drawn)	-16%	4%	-10%
COCCCNC(=O)CCC(=O)Nc1ccc2nc(N3CCOCC3)cc(C)c2c1	1%	12%	3%
COc1ccc(NC(=O)CN(C)CC(=O)Nc2sc3c(c2C#N)CCC3)cc1	2%	.	-25%
Cc1cccc(OCC(=O)N2CCC(c3ccccc3)C2)c1 (stereo not drawn)	-3%	4%	-19%
Cc1ccc(S(=O)(=O)N2[C@@H](c3ccc(F)cc3)C(C(=O)O)=CC[C@H]2c2cccs2)cc1	-5%	-1%	1%
CC1(C)Cc2c(cnn2-c2ccccc2)C(NC(=O)C2(C(N)=O)CC2)C1 (stereo not drawn)	7%	-1%	-3%
CN(C)CCCN(C(=O)c1cc2ccccc2oc1=O)c1nc2c(F)cccc2s1	-8%	-8%	-1%
Cc1ccc(-c2cc(-c3ccccc3)nc(NN)n2)cc1	?	-17%	-7%
CC(CCc1ccccc1)NS(=O)(=O)c1ccc(Cl)c(C(=O)O)c1 (stereo not drawn)	9%	-12%	-1%
Nc1ncnc2c1ncn2[C@@H]1O[C@H](CNS(=O)(=O)c2cc(S(=O)(=O)c3ccccc3)cs2)[C@@H](O)[C@H]1O	6%	.	-5%
Fc1ccc(CNc2nc3ccc(Cl)cc3n3nnnc23)cc1	-6%	.	-11%
CCNC(=S)Nc1ccc(Cc2ccncc2)cc1	2%	-1%	2%
Cc1cc(C(=O)COC(=O)c2ccc(N)c([N+](=O)[O-])c2)c(C)n1Cc1ccc2c(c1)OCO2	-9%	-4%	-7%
O=C(O)C1CCCCN1S(=O)(=O)c1ccc2ccccc2c1 (stereo not drawn)	7%	-9%	-2%
CCN(c1ccccc1)c1nc2nonc2nc1NCCO	-1%	0%	-10%
CCOc1ccccc1CNC(=O)c1cc(-c2ccc(C)c(C)c2)nc2ccccc12	8%	.	-18%
CCOC(CNC(=O)CCc1c(C)nc2ncnn2c1C)OCC	-9%	-22%	-3%
O=C(/C=C/c1ccc2c(c1)OCO2)c1cccnc1	2%	-14%	-12%
Cc1ccc(/C=N/n2c(C)nc3ccccc3c2=O)o1	20%	-23%	0%
O=C(NNC(=O)c1nn(-c2ccc(F)cc2)ccc1=O)c1ccccc1Cl	16%	-5%	1%
CCNC(=S)N1CCN(CC(=O)Nc2ccc(OC)cc2)CC1	-7%	0%	12%
Cc1c(C(=O)N/N=C/C(C)C)[nH]c2c([N+](=O)[O-])cccc12	-13%	-2%	-5%
O=C(c1cccc(C(F)(F)F)c1)C1CCCN(C(=O)CN2CCCC2=O)C1 (stereo not drawn)	-1%	-13%	-3%
CN(C)CCCn1c(SCC(=O)N2CC(=O)Nc3ccccc32)nc2ccccc2c1=O	1%	11%	-17%

# A draw from above in order of number of heavy atoms, smallest number first:
compound	FEN1 inh	N370S GC	KAT2A inh
Cc1ccc(/C=N/n2c(C)nc3ccccc3c2=O)o1	20%	-23%	0%
CCOC(CNC(=O)CCc1c(C)nc2ncnn2c1C)OCC	-9%	-22%	-3%
CN(C)CCCN(C(=O)c1cc2ccccc2oc1=O)c1nc2c(F)cccc2s1	-8%	-8%	-1%

# (continued)
compound	FEN1 inh	N370S GC	KAT2A inh
COCCc1nnc(NC(=O)C23CC4CC(CC(C4)C2)C3)s1	8%	2%	0%
CCn1c2c(c(=O)n3ncc(C(=O)Nc4cc(Cl)ccc4OC)c13)CN(Cc1ccc(OC)cc1)CC2	2%	.	-21%
CCc1cccc(NC2c3ccccc3C(=O)N2c2ccc(C)cn2)c1 (stereo not drawn)	-2%	19%	-6%
CCc1nnc(NC(=O)c2oc3cc(C)c(C)cc3c2C)s1	-1%	-14%	3%
Cc1cc(-n2c(SCC(=O)NCCC3=CCCCC3)nc3n[nH]c(C)c3c2=N)ccc1Cl	-3%	0%	-4%
COc1ccc(S(=O)(=O)Cc2ccc(C(=O)N3CCN(c4ccccc4)CC3)o2)cc1	11%	6%	-5%
N#CNC(=Nc1ccc(Cl)cc1)Oc1ccccc1	6%	8%	0%
CCc1cc(=O)oc2cc(C)c(CN3CCCC(C)C3)c(O)c12 (stereo not drawn)	50µM*	-11%	32µM*
C[C@H](NC(=O)c1ccccc1Cl)C(=O)NCc1cccs1	-4%	-10%	-5%
Cc1ccc(Cn2c(CN3CCN(c4cccc(Cl)c4)CC3)nc3c2c(=O)n(C)c(=O)n3C)cc1	0%	.	-8%
COc1ccc(-c2[nH]ncc2/C=N/NC(=O)c2cccc([N+](=O)[O-])c2)cc1OC	?	3%	-8%
CCOc1ccccc1NC(=O)C(OC(=O)c1ccccc1)c1ccccc1 (stereo not drawn)	-9%	-1%	-18%
COc1ccc(C2CC(=O)c3cnc4c(-c5ccccc5)c(C)nn4c3C2)c(OC)c1 (stereo not drawn)	-1%	.	-2%
O=C1C=C(NC(=O)Nc2ccc(Cl)c(Cl)c2)CCC1	-10%	-10%	0%
COc1ccc2c(COC(=O)c3n[nH]c4ccccc34)cc(=O)oc2c1	-2%	10%	-3%
O=C(CCc1ccc(S(=O)(=O)NCCc2ccccc2)cc1)NCc1ccc2c(c1)OCO2	-24%	-2%	-7%
CCOC(=O)c1cc(-c2nnc(-c3ccc(Cl)cc3)o2)c(C)nc1C	11%	5%	-5%
CN(C)c1ccc2c(=O)[nH][nH]c(=O)c2c1	5%	-9%	0%
C=CCOc1ccc(/C=C/C(C)=N\O)cc1	0%	-1%	-9%
COc1ccc(CC(=O)Nc2ccc(S(=O)(=O)Nc3onc(C)c3C)cc2)cc1OC	-12%	-1%	-2%
Cc1ccc(-c2csc3ncnc(N4CCN(C(=O)c5ccco5)CC4)c23)cc1	-1%	.	2%
CCOC(=O)CC1(C)SC(NC(C)=O)=NN1C(C)=O (stereo not drawn)	-4%	0%	-6%
C=CCc1c(C)nc(SCc2ccccc2)[nH]c1=O	5%	-15%	-4%
COc1ccc(N2CCN(S(=O)(=O)CCNC(=O)C(C)Oc3ccccc3)CC2)cc1 (stereo not drawn)	-11%	-4%	-6%
CC1CC(Nc2ccccc2)=CC(=O)O1 (stereo not drawn)	-1%	19%	-7%

# Continued.
compound	FEN1 inh	N370S GC	KAT2A inh
COc1ccc(C(=O)C2CCCN(Cc3cc(C)c(O)c(C)c3)C2)c(OC)c1 (stereo not drawn)	1%	-9%	3%
Cn1c(=O)c2c(-c3ccccc3Br)n(C(C)(C)C)cc2n(C)c1=O	10%	.	-7%
COCc1cc(C)nc(SCC(=O)Nc2ccccc2C)c1C#N	-2%	18%	0%
COc1ccc(S(=O)(=O)N2CCc3ccccc32)cc1C(=O)OCC(=O)c1c(N)n(C)c(=O)n(C)c1=O	3%	13%	-5%
Oc1c(Cl)cc(Cl)cc1CNc1nc2ccccc2[nH]1	-4%	-8%	-4%
O=S(=O)(Nc1cccnc1)c1cc(Cl)ccc1Cl	-7%	4%	1%
CCOC(=O)CSc1nc(C)nc2c1sc1nc(C)c(C(C)=O)c(-c3ccc(OC)cc3)c12	-3%	4%	-9%
Cc1ccc(C)c(NC(=S)NNc2ccc(F)cc2F)c1	-13%	-9%	-2%
COc1cc(OC)cc(C(=O)Nc2nnc3n2CCS3)c1	-6%	.	-3%
Oc1ccc(-c2nc(-c3ccc(F)cc3)c(-c3ccncc3)[nH]2)cc1	0%&-15%	?	?
Cc1cc(-n2cnnn2)ccc1C(C)C	-11%	9%	1%
NNC(=O)[C@H]1C[C@@H]1c1ccccc1	-14%	17%	1%
O=C(COC(=O)CCC(=O)c1cccs1)NC1CC1	9%	-8%	-8%
CN(Cc1ccccc1)C(=O)[C@H](Cc1ccc2ccccc2c1)NC(=O)[C@@H]1C[C@@H](O)CN1C(=O)c1cn(C)c2ccccc12	.	10%	-12%
CC(=O)c1ccc(N2CCN(c3ccc(C(N)=O)cc3[N+](=O)[O-])CC2)cc1	-16%	-16%	-3%
CC1(C)CC(=O)C2=C(C1)Nc1ccccc1NC2c1ccccn1 (stereo not drawn)	-2%	?	-8%
O=C(NC(=S)Nc1ccccc1)c1cncc(C#Cc2ccccc2)c1	-13%	-5%	0%
O=C(NCc1ccc(Cl)cc1Cl)C(=O)N1CCCCC1	-3%	-6%	-9%
CC(C)(C)NC(=O)C(c1ccncc1)N(C(=O)CNC(=O)c1ccco1)c1ccc2c(c1)OCO2 (stereo not drawn)	-1%	-2%	-1%
CC(=O)Nc1ccc(S(=O)(=O)Nc2ccc3c(c2)OCO3)cc1	-2%	-2%	0%
COc1cc(NS(=O)(=O)c2ccc(C)c(C)c2)c(OC)cc1Cl	-17%	-12%	-8%
COc1cc(C(=O)Nc2scc(-c3ccccc3)c2C(=O)O)cc(OC)c1OC	-14%	0%	-21%
O=[N+]([O-])c1ccc(NC(=S)NCCc2ccccc2)cc1	-1%	-2%	-6%
Cc1ccc(/C=C/C(=O)NC(=S)N2CCN(c3ccc(F)cc3)CC2)cc1	-2%	1%	?
O=C(NC1CCCN(Cc2ccc(Cl)cc2)C1)c1cccc(F)c1 (stereo not drawn)	-11%	-8%	1%

# Profiles, looked up by structure. Screens in order: FEN1 inh, N370S GC, KAT2A inh
# COc1cc(OC)cc(C(=O)Nc2nnc3n2CCS3)c1 is listed with -6%, ., -3%
# Oc1c(Cl)cc(Cl)cc1CNc1nc2ccccc2[nH]1 is listed with -4%, -8%, -4%
# CC(C)(C)NC(=O)C(c1ccncc1)N(C(=O)CNC(=O)c1ccco1)c1ccc2c(c1)OCO2 (stereo not drawn) is listed with -1%, -2%, -1%
# O=C(NCc1ccc(Cl)cc1Cl)C(=O)N1CCCCC1 is listed with -3%, -6%, -9%

# Other results:
compound	FEN1 inh	N370S GC	KAT2A inh
COc1ccc(NC(=O)COC(=O)CCCc2c[nH]c3ccccc23)cc1OC	-3%	-6%	-3%
Cc1ccc(S(=O)(=O)N(C)CCCC(=O)NC(C)(C)CO)cc1	2%	-1%	-2%
O=C(Nc1ccccc1)N1CCN(c2ncccn2)CC1	-3%	-1%	-7%
COc1ccc(C2CC(c3ccc(Br)cc3)=NN2C(=O)CN2CCCC2)cc1 (stereo not drawn)	-5%	13%	-6%
Cn1cc(CN2CCC(C(=O)Nc3ccc(Oc4ccccc4F)cc3)CC2)cn1	19%	5%	-1%
Cc1ccc(N2CCN(C(=O)NCc3noc4ccc(C)cc34)CC2)c(C)c1	-2%	.	-3%
O=C(Cn1nc(Cl)nc1Cl)c1ccc2c(c1)OCCO2	-3%	6%	-1%
CC(=O)OCc1cnc(C)c2oc(=O)c(C(=O)Nc3ccc(F)cc3C)cc12	-4%	.	-2%
O=C(CC(C(=O)O)c1cccc(Cl)c1Cl)c1ccccc1 (stereo not drawn)	3%	-8%	?
COc1ccc(NC(=O)C2CCCN(C(=O)Nc3ccc(F)cc3)C2)cc1 (stereo not drawn)	-4%	-1%	-3%
COc1ccc(C(C)=O)cc1CSc1nnc(Nc2ccc(C)cc2C)s1	0%	18%	-9%
O=C(CNS(=O)(=O)c1ccc(F)cc1)Nc1ccc(C(F)(F)F)cc1	-5%	0%[12.8 µM]	-3%
Cc1occc1C(=O)N(C)Cc1nc(-c2ccccc2)no1	-1%	-9%	-4%
Cc1cccc(NC(=O)c2c(NC(=O)c3ccccc3)sc3c2CCCC3)c1	?	.	?
CNC(=O)c1sc(NCc2ccccc2OC)nc1C	-1%	-2%	-8%
COCCNC(=O)CSc1nc2ccccc2c(=O)n1CCCC(=O)NCc1ccccc1	10%	0%	9%
C[C@@H]1CCC(=O)N(CC[C@H](N=[N+]=[N-])c2ccccc2)CC1	-4%&14%	5%	-3%
Cc1c(N)cccc1-n1cccc1	4%	1%	-9%
O=C(Nc1cc(C(=O)N2CCOCC2)cc(C(=O)N2CCOCC2)c1)c1cc(F)c(F)cc1Cl	-9%	4%	-3%
CCCc1cc(=O)[nH]c(SCC(=O)N2CCCc3ccccc32)n1	-2%	5%	7%
OCCN(CCO)CC(O)Cn1c2ccccc2c2ccccc21 (stereo not drawn)	-4%	-26%	-7%
Cc1ccccc1NC(=O)CSc1ccc(-c2cccnc2)nn1	4%	23%	-2%
CC[n+]1ccc(C)c2cc(P(=O)(c3ccccc3)c3ccccc3)ccc21	6%	-9%	-9%
COc1ccc(NC(=O)CS(=O)(=O)c2cn(CC(=O)N3CCOCC3)c3ccccc23)cc1	15%	-8%	-1%
